# LmPK inhibitor = LmPK (Leishmania mexicana) enzyme inhibition; Q27686; purified LmPK, Kinase-Glo ATP luminescence, 1 h; AID 1721; Potency, µM (doses to about 57.5 µM), inactives show top-dose activity change, negative = inhibition, usual class: inhibitors; actives 0.37% (n = 290,000); also: potency is read from the fitted curve at half-maximal effect
# Target sequence (Q27686 whole entry, looked up): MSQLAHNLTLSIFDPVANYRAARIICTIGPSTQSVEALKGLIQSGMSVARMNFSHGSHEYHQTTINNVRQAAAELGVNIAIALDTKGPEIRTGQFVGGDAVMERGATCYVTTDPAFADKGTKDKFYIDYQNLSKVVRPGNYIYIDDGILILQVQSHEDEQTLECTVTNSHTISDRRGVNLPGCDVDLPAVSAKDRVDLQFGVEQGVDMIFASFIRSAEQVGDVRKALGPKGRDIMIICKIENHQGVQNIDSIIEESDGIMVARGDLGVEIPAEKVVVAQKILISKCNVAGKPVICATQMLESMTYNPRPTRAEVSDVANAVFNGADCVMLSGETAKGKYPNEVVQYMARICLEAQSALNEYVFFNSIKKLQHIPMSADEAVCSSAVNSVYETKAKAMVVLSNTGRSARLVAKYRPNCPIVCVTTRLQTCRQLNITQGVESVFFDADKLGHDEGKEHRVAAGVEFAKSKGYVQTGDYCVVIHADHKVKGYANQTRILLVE
#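 Purified LmPK (0.1 nM) with 0.5 mM PEP and 0.1 mM ADP in imidazole buffer pH 7.2 with MgCl2/KCl, 1 h at room temperature. ATP formed was read by luciferase luminescence and normalized to no-enzyme and uninhibited controls.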
# Tb PYK inh = blocks Trypanosoma brucei pyruvate kinase; Q57TT1; TbPYK enzyme, Kinase-Glo Plus ATP luminescence, 45 min; Potency, µM (titrated, usually from 76.8 µM), for the others: at the top dose activity, negative = inhibition, usual class: inhibitors; actives 0.12% (n = 410,000); also: potency is read from the fitted curve at half-maximal effect; nearly all actives have a fitted effect of over 50% in size
#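 Luminescence from Kinase-Glo Plus, added after a 45-minute room-temperature reaction, served as the end-point read-out. The enzyme and substrate were preincubated with compound before ADP (130 uM final) initiated turnover. Concentration-effect curves came from normalized qHTS data.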
# AmpC detergent = inhibitors of E. coli AmpC beta-lactamase with detergent; P00811; AmpC hydrolysis of nitrocefin, absorbance 480 nm, 0.01% Triton; Potency, µM (doses to about 114 µM), for inactives: at the top dose activity change, negative = inhibition, hits mostly inhibitors; actives 0.041% (n = 370,000); AID 485294;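 also: potency is read from the fitted curve at half-maximal effect; 0% = no-compound wells and -100% = no-enzyme wells; nearly all actives have a fitted effect of over 25% in size; some results filed as inactive show a strong effect at the top dose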
# Target sequence (P00811 whole entry, looked up): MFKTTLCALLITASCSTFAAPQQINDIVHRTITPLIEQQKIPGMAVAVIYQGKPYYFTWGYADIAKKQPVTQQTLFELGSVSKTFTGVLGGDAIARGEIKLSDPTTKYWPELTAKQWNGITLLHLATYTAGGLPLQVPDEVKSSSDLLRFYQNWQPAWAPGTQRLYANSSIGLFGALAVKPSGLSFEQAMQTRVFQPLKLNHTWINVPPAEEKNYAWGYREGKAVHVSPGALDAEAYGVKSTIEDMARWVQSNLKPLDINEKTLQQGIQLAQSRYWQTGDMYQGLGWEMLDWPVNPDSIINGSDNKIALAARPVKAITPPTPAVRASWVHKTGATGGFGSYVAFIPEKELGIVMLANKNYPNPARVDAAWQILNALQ
#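 AmpC (5.3 nM in the dispensed reagent) in 20 mM phosphate pH 7.0 with 0.01% (detergent screen) or 0.0001% Triton X-100 was preincubated with compounds for 15 min at room temperature. Nitrocefin was then added from an 800 uM solution, and hydrolysis was followed at 480 nm.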
# AMA1 RON2 block = disrupts binding of P. falciparum AMA1 to RON2; AlphaScreen AMA1-biotinylated RON2 peptide binding; Potency, µM (highest dose often 58.2 µM), without a hit: at the top dose activity change, negative = inhibition, most hits filed as inhibitors; actives 0.2% (n = 360,000); AID 720542;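 also: potency is read from the fitted curve at half-maximal effect; 0% = vehicle wells and -100% = peptide control; nearly all actives have a fitted effect of over 45% in size; some results filed as inactive show a strong effect at the top dose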
#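 AMA1 (3D7) with his tag at 25 nM final met compounds first, then biotinylated RON2 peptide at 25 nM; detection used donor plus acceptor beads, 10 µg/mL apiece, read by AlphaScreen after 30 min at room temperature.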
# Sm TGR block = inhibitors of Schistosoma mansoni thioredoxin glutathione reductase; Q962Y6; purified TGR, DTNB reduction, TNB absorbance 405 nm; Potency, µM (titrated, usually from 114 µM), for inactives: at the highest dose activity change, negative = inhibition, hits mostly inhibitors; actives 3% (n = 360,000); AID 485364; also: potency is read from the fitted curve at half-maximal effect; nearly all actives have a fitted effect of over 60% in size
#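 Kinetic colorimetric format: TGR-catalysed, NADPH-driven DTNB reduction monitored via TNB absorbance. Enzyme dispensed at 20 nM; compound exposure 15 min at room temperature before reaction start.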
# HCMV antiviral = blocks human cytomegalovirus replication; actives 4.5% (n = 410,000); AID 1259415; activity change, negative = inhibition, % at 57.5 µM; HFF cells, HCMV-luciferase reporter, 72 h; hits give low values; in the data active = activity change below about -60%; inconclusive = no clear call, values can overlap the other calls; inactive = above about -39%
#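 Luciferase read-out from HCMV-luciferase-infected HFFs (MOI 1 PFU/cell) 72 h post infection at 37C; compounds added after 16 h cell attachment; activity normalized between buffer-only basal and Salinomycin (10uM) inhibitor controls.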
# AmpC no deterg = AmpC beta-lactamase inhibition without detergent; P00811; AmpC nitrocefin hydrolysis, absorbance 480 nm, 0.0001% Triton; Potency, µM (highest dose often 57.1 µM), without a hit: at the highest dose activity change, negative = inhibition, usual class: inhibitors; actives 0.52% (n = 330,000); AID 485341;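 also: potency is read from the fitted curve at half-maximal effect; plate controls were no compound for no effect and no enzyme for full effect; nearly all actives have a fitted effect of over 20% in size; some results filed as inactive show a strong effect at the top dose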
#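 20 mM phosphate pH 7.0 + 0.01% (detergent screen) or 0.0001% Triton X-100; 5.3 nM AmpC reagent; cpd preinc 15 min RT; nitrocefin (800 uM stock) to start; A480 q20 s × 4 min; Activity was normalised to no-enzyme and no-compound control wells.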
# Active calls of the source: *; ? = inconclusive; . = not tested or not shown; & = joins results of further samples; [ ] = another dose, or the depositor's remark. Unless noted, calls follow the shape of the dose curve; as a rule, active = well fitted curve in the direction sought with a large enough effect; inconclusive = small, poorly fitted or top-dose-only effect, or another doubt; inactive = no such curve, though single readings can be large; an effect the other way counts as inactive or inconclusive. Unless noted, % is scaled to controls: 0 for no effect and ±100 for the full control effect.
SMILES,LmPK inhibitor,Tb PYK inh,AmpC detergent,AMA1 RON2 block,Sm TGR block,HCMV antiviral,AmpC no deterg
O=C(Nc1ccccc1)c1cc2c(=O)c3ccccc3oc2nc1C(F)(F)F,-1%,-2%,1%,-16%,2%,25,-11%
Cc1ccc(C(=O)N(CC(=O)NC2CCCC2)c2ccccc2C)s1,7%,2%,-8%,-4%,3%,-15,-3%
CC12CN3CC(c4ccccc4)(CN(C1)C3c1ccc(Cl)cc1)C2=O (stereo not given),.,0%,20%,.,9%,-6,.
COc1cc(NC(=O)c2cnc(N)s2)cc(C(=O)Nc2cccc(C(F)(F)F)c2)c1,-2%,-1%&7%,-8%,?,10%,-31&-37,-39%
Clc1ccc2c(c1)-c1c(cnc3cc(-c4ccccc4)nn13)CO2,.,-2%,1%,.,7%,10,.
CCOc1ccc(NC(=O)N2CCN3CCCCC3C2)cc1 (stereo not given),.,1%,23%,.,0%,-27,.
CCC1CCCCN1CCCNC(=O)CNC(=O)Cn1ccc2ccccc2c1=O (stereo not given),0%,-5%,-7%,12%,2%,11,4%
CS(=O)(=O)NN1C(=O)c2ccccc2NC1c1cc2ccccc2nc1Cl (stereo not given),4%,4%,-13%,-13%,-3%,-19,-34%
COc1ccc(C2=Nc3ccc(Br)cc3C(c3ccccc3)N2CC(=O)NN)cc1 (stereo not given),0%,-14%,?,10%,-11%,-25,107%[activator]
Cc1c(N2C(=O)/C(=C\c3cccc4ccccc34)SC2=S)c(=O)n(-c2ccccc2)n1C,4%,-3%,0%,-7%,2%,-4,-22%
Cn1c(CNC(=O)C(Cc2ccccc2)NC(=O)c2cccc(F)c2)cc(=O)n(C)c1=O (stereo not given),-1%,2%,6%,0%,-3%,-17,7%
CCC(CC)NC(=O)CSc1nnc(-c2c[nH]c3ccccc23)o1,-5%,-2%,3%,10%,1%,-31,-19%
CCOc1cc(C2C(C(=O)N3CCOCC3)=C(C)NC3=C2C(=O)CCC3)ccc1O (stereo not given),-2%,5%,-3%,16%,-32%,-23,-2%
COc1ccc(CN(C)CC(O)COC(c2ccccc2)c2ccccc2)c(OC)c1OC (stereo not given),0%,-5%,-1%,0%,0%,-28,82%[activator]
Cc1ccc(N2C(N)=C(C#N)C(c3cccnc3)C3=C2CC(C)(C)CC3=O)cc1 (stereo not given),-1%,-1%,-2%,12%,40µM*,?,14%

# The final five compounds of the section before come first, to join the parts:
SMILES,LmPK inhibitor,Tb PYK inh,AmpC detergent,AMA1 RON2 block,Sm TGR block,HCMV antiviral,AmpC no deterg
Cn1c(CNC(=O)C(Cc2ccccc2)NC(=O)c2cccc(F)c2)cc(=O)n(C)c1=O (stereo not given),-1%,2%,6%,0%,-3%,-17,7%
CCC(CC)NC(=O)CSc1nnc(-c2c[nH]c3ccccc23)o1,-5%,-2%,3%,10%,1%,-31,-19%
CCOc1cc(C2C(C(=O)N3CCOCC3)=C(C)NC3=C2C(=O)CCC3)ccc1O (stereo not given),-2%,5%,-3%,16%,-32%,-23,-2%
COc1ccc(CN(C)CC(O)COC(c2ccccc2)c2ccccc2)c(OC)c1OC (stereo not given),0%,-5%,-1%,0%,0%,-28,82%[activator]
Cc1ccc(N2C(N)=C(C#N)C(c3cccnc3)C3=C2CC(C)(C)CC3=O)cc1 (stereo not given),-1%,-1%,-2%,12%,40µM*,?,14%
Cc1ccc(C(=O)OCc2nnc(-c3ccccc3)o2)s1,.,-2%,0%,21%,2%,-16,-27%
Cc1cc(N2CCN(C)CC2)nc2ccc(NC(=O)CCC(=O)NCCC3=CCCCC3)cc12,.,1%,.,-10%,.,-11,.
c1ccc2[nH]c(SCc3cscn3)nc2c1,-6%,0%,-8%,0%,-3%,44,-17%
CC(C)CCNC(=O)NC(=O)COC(=O)/C=C/c1cccc([N+](=O)[O-])c1,7%,3%,1%,-14%,2%,38,-5%
CN1C(=S)NC(C)(C)CC1(C)c1ccc(O)cc1O (stereo not given),-1%,-2%,-10%,8%,-1%,7,-11%
COc1ccc2sc3c(=O)[nH]c4ccccc4c3c2c1,2%,-8%,?,0%,-9%,-83*,-22%
O=C(NC(=S)Nc1ccccc1)c1cc(-c2ccccc2)nc2ccccc12,1%,-4%,24%,48%[activator],4%,0,-50%
Cc1ccccc1NC(=O)c1c(C)nn(-c2ccccc2)c1Cl,-8%,0%,1%,-26%,-9%,?,-8%
Cc1ccnc(NS(=O)(=O)c2ccc(NC(=O)c3ccc([N+](=O)[O-])s3)cc2)n1,8%,-12%,-4%,-13%,?,-96*,?
COc1cccc(N=Cc2ccc(O)cc2O)c1,11%,8%,-5%,10%,9%[11.4 µM],7,-32%
CC(=O)c1ccccc1NS(=O)(=O)c1ccccc1Cl,4%,5%,-8%,-3%,.,5,-18%
Cc1nc2ccccn2c1C(=O)NNC(=S)Nc1ccc(Cl)cc1,3%,-25%,?,53%[activator],-9%,?,?
Cc1oc(C)c2c(=O)ccc3c(c12)OC(N)=C(C#N)C3c1ccc(F)cc1 (stereo not given),8%,-15%,0%,-23%,18µM*,-28,-16%
CCOc1ccccc1CNCCSc1nnnn1C,.,8%,0%,.,-23%,?,.
CCNC(=O)COC(=O)/C=C/c1c(C)nn(Cc2cccc(OC)c2)c1Cl,5%,10%,1%,11%,19%,44,177%[activator]
Cc1cc(=O)n2nc(N3CCC(C(=O)Nc4ccc(C(C)C)cc4)CC3)sc2n1,.,-1%,22%,.,4%,-2,.
Cc1ccc(S(=O)(=O)N(C)C)cc1NC(=O)C1Cc2ccccc2CN1C(=O)c1ccco1 (stereo not given),-3%,-26%,-12%,31%[activator],?,5,172%[activator]
O=C(O)CC(c1cccc(O)c1)N1Cc2ccccc2C1=O (stereo not given),0%,0%,3%,9%,?,20,-15%
O=C(CN1C(=O)c2cccc3cccc(c23)C1=O)NCCN1CCOCC1,-5%,-5%,-6%,0%,-23%,-12,-14%
O=C(NC1CCS(=O)(=O)C1)c1cn(-c2ccccc2)nc1-c1ccccc1 (stereo not given),-1%,4%,-12%,2%,1%,-33,8%
COc1ccc(C(=O)N2CCNC(=O)C2CC(=O)Nc2cc(Cl)ccc2OC)cc1 (stereo not given),2%,-7%,-10%,-1%,13%,20,31%
COc1ccccc1CCC(=O)OCC(=O)Nc1cc(S(=O)(=O)N2CCOCC2)ccc1C,.,0%,-2%,0%,5%,-17,67%[activator]
COc1ccccc1CNC(=O)C1CCN(S(=O)(=O)c2ccc3c(c2)OCCCO3)CC1,0%,10%,-4%,4%,-4%,-34,-3%
COC(=O)CC1NCCNC1=O (stereo not given),-3%,-1%,-10%,0%,-27%,-1,-14%
CC(C)c1nnc(NC(=O)c2nc(S(=O)(=O)Cc3ccccc3F)ncc2Cl)s1,-9%,-9%,-2%,141%[activator],32µM*,-111*,-31%
Cc1ccc(/C(O)=C2/C(=O)C(=O)N(c3ccccn3)C2c2ccc([N+](=O)[O-])cc2)cc1 (stereo not given),5%,1%,?,-3%,7%,14,-33%
CCc1c(C)c2ccc(O)c(CN3CCN(c4cc(Cl)ccc4C)CC3)c2oc1=O,.,-6%,-2%,.,-1%,7,.
Cc1ccc(-n2nc3c(c2NC(=O)CC(C)C)CS(=O)C3)cc1 (stereo not given),-1%,-7%,-13%,2%,50µM*,69,-31%
COc1ccccc1-n1c(C)nc2cc(C(=O)NCC3CCCO3)ccc21 (stereo not given),5%,-8%,-1%,-5%,-9%,-28,26%
CS(=O)(=O)N1CCN=C1SCc1cccc(F)c1,3%,16%,-1%,0%,0%,-30,-4%
CN(C)C(=O)CCc1ccc2c3c([nH]c2c1)[C@]1(CCC2CCCC2)[C@@H](C(=O)N2CCOCC2)C[C@H](CC(=O)NCCc2ccccn2)C(=O)N1CC3,.,-2%,.,71%[activator],.,26,202%[activator]
O=C1c2ccccc2C(=O)C1(CO)c1ccccc1,-13%,-3%,6%,4%,10%,0,-26%
NC(=O)C1CCN(S(=O)(=O)c2cccc(C(=O)O)c2)CC1,-3%,5%,-6%,0%,-6%,-1,-4%
Cc1cc(OCC(O)CN2CCCC2)ccc1C(C)C (stereo not given),-5%,5%,-6%,-2%,6%,58,25%
COc1cccc(C(c2sc3nc(-c4ccco4)nn3c2O)N2CCC(C)CC2)c1 (stereo not given),.,-14%,-1%,.,0%,-4,.
COc1ccc(-c2noc(CN3CCOCC3)n2)cc1OC,2%,2%,2%,8%,-8%,8,17%
OC[C@@H]1CN(Cc2ccccc2)C[C@H](n2ccc3c(N4CCCC4)ncnc32)O1,.,-7%,.,-2%,.,8,.
COc1cc(NS(=O)(=O)c2ccc(C)cc2)c2c(c1N)C(=O)c1ccccc1C2=O,.,0%,.,?,.,-26,.
Clc1cccc(-n2ncc3c(Nc4ccc5c(c4)OCCO5)ncnc32)c1,.,4%,10%,.,-1%,-24,.
COc1ccc(Br)cc1CN(C)CC(=O)NCc1ccc(F)cc1,-8%,-3%,-9%,?,0%,-30,55%
COc1ccc(CCNC(=O)COC(=O)CSc2ccc([N+](=O)[O-])cc2)cc1OC,.,-6%,?,2%[11.6 µM],-8%,0,-11%
Cc1[nH]c(=O)[nH]c(=O)c1NC(=O)c1ccc(OC(C)C)cc1,-2%,-4%,-5%,-7%,-1%,-1,-14%
CC(=O)Nc1ccc(Nc2ncnc3ccccc23)cc1,-2%,.,-3%,.,9%,.,-13%
N#CNC(N)=Nc1cccc(Cl)c1,0%,3%,?,-3%,-7%,-3,-25%
COc1ccc(CC(=O)Nc2ccc3nc(Nc4cccc(Cl)c4)cc(C)c3c2)cc1OC,.,-4%,16%,.,-4%,-69*,.
COc1ccc(-c2oc3c(c2C(=O)OCCO)C(OCCO)CCC3)cc1 (stereo not given),.,-3%,.,2%,.,-15,.
O=[N+]([O-])c1ccc(C(O)CN2CCOCC2)cc1 (stereo not given),-4%,-10%,-5%,19%,-8%,30,-5%
CCc1cc2c(Nc3ccccc3O)nc(C)nc2s1,5%,-3%,?,12%,0%,-36,-35%
Cc1ccc(Cl)cc1N1CCN(C(=O)c2cc3ccc4cccnc4c3[nH]2)CC1,.,0%,15%,.,11%,-70*,.
O=C(Cc1c(F)cccc1Cl)Nc1cc(S(=O)(=O)N2CCCCC2)ccc1N1CCOCC1,10%,-2%,4%,-21%,6%,-1,-10%

# Screening data deposited in PubChem by National Center for Advancing Translational Sciences (NCATS).
